TSHR antagonist – Antagonists of the Thyroid Stimulating Hormone Receptor: HTS campaign | actives 0.2% (n = 330,000) | AID 504810, 2011 | activity change, negative = inhibition, % at 11.5 µM | TSHR-expressing cells, TSH-stimulated cAMP HTRF, 2 h; hits give low values | Thyrotropin receptor (Homo sapiens), P16473;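 active = activity change below a set negative limit, meaning inhibition stronger than a set level, cut at about -70% in these data; inconclusive = activity change between two set negative limits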; also: % is scaled to controls: 0 for no effect and ±100 for the full control effect
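Cell-based HTRF cAMP assay; TSHR cells + compound, TSH EC80 (4nM final), 2 h, 37 deg C. Lysis with anti-cAMP cryptate and cAMP-d2, 30 min RT, read 665/620 nm.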
Eya2 phos inh – qHTS Assay for Inhibitors of the Phosphatase Activity of Eya2 | Protein phosphatase EYA2 (Homo sapiens), O00167 | recombinant Eya2, OMFP fluorescence dephosphorylation (OMFP is methylfluorescein phosphate) | Potency, µM (titrated, usually from 76.9 µM), without a hit: at the top dose activity, negative = inhibition, actives largely listed as inhibitors | actives 0.006% (n = 330,000) | AID 488837, 2010; also: potency is read from the fitted curve at half-maximal effect; % is scaled to controls: 0 for no effect and ±100 for the full control effect
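Eya2 protein (added as 0.2 uM solution) was preincubated with compound for 10 min at ambient temperature in 50 mM HEPES pH 7.5, 50 mM NaCl, 5 uM MgCl2, 0.05% BSA, 1 mM DTT. OMFP (added at 50 uM) then reacted 10 min; fluorescence read at 485/525 nm.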
uPA surface inh – qHTS for Inhibitors of Cell Surface uPA Generation; AID 540303, 2011; actives 0.31% (n = 330,000); Potency, µM (titrated, usually from 38.3 µM), for inactives: at the highest dose activity change, negative = inhibition, usual class: inhibitors; cell surface uPA generation assay, qHTS; active = well fitted inhibition curve with a large enough effect; inconclusive = small, poorly fitted or top-dose-only effect; inactive = no such curve, though single readings can be large or run the other way; tested in mouse RAW 264.7 cells; also: potency is read from the fitted curve at half-maximal effect; % is scaled to controls: 0 for no effect and ±100 for the full control effect; nearly all actives have a fitted effect of over 55% in size
TSG101-PTAP inh – qHTS Assay for Iinhibitors of HIV-1 Budding by Blocking the Interaction of PTAP/TSG101; Tumor susceptibility gene 101 protein (Homo sapiens), Q99816; Fluorescence polarization, FITC-PTAP peptide / Tsg101 binding; Potency, µM (highest dose often 115 µM), without a hit: at the highest dose activity change, negative = inhibition, actives largely listed as inhibitors; 340,000 tested, under 10 active; active = well fitted inhibition curve with a large enough effect in the main read-out, with a control signal flat, not every such curve was filed as active; inconclusive = small, poorly fitted or top-dose-only effect, or effect the other way, or a change in a side signal; inactive = no such curve, though single readings can be large or run the other way; also: potency is read from the fitted curve at half-maximal effect; % of control where 0% means no effect
Target sequence (Q99816 whole entry, looked up): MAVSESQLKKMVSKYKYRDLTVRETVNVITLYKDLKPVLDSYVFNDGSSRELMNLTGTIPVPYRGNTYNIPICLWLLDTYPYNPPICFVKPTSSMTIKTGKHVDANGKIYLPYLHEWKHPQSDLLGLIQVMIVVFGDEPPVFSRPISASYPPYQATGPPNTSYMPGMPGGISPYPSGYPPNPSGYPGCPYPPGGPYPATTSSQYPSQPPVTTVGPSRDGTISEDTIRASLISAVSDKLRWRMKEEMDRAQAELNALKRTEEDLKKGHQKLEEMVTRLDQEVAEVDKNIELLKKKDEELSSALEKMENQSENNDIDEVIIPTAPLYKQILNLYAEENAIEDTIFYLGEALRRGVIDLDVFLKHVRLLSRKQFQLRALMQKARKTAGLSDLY
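Compounds were pin-transferred onto Tsg101 binding domain (10 uM final) in HEPES pH 7.5 buffer, then FITC-PTAP peptide was added at 50 nM final. After 20 min at RT, polarization reported peptide displacement across a qHTS concentration series.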
B2AR arrestin – qHTS assay of beta-arrestin-biased ligands of beta2-adrenergic receptor; beta-arrestin recruitment to beta2AR, cell-based reporter; actives 0.02% (n = 330,000); Potency, µM (doses to about 46.1 µM), without a hit: at the top dose activation, actives largely listed as activators; Beta-2 adrenergic receptor (Homo sapiens), P07550;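 also: potency is read from the fitted curve at half-maximal effect; 0% = DMSO controls and full agonism = EC100 isoproterenol or metaproterenol; nearly all actives have a fitted effect of over 65% in size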
Target sequence (P07550 whole entry, looked up): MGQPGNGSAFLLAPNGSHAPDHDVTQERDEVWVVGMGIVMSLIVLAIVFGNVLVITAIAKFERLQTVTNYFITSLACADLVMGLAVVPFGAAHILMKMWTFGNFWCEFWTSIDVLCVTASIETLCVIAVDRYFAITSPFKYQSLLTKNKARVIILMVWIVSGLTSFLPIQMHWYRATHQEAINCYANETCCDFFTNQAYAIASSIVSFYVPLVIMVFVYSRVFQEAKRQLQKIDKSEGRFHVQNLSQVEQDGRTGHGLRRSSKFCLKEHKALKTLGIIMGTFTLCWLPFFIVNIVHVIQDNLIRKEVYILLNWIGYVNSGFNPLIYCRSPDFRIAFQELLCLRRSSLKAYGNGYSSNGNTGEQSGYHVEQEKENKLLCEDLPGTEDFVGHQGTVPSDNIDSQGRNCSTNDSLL
ELG1 repair inh – qHTS screen for small molecules that inhibit ELG1-dependent DNA repair in human embryonic kidney (HEK293T) cells expressing luciferase-tagged ELG1; Potency, µM (top dose mostly 46.1 µM), inactives show top-dose activity change, negative = inhibition, most hits filed as inhibitors; HEK293T ELG1-luciferase reporter, luminescence, 16 h; DNA damage induced by 5-fluorouridine; actives 2.3% (n = 330,000); also: potency is read from the fitted curve at half-maximal effect; % is scaled to controls: 0 for no effect and ±100 for the full control effect; nearly all actives have a fitted effect of over 55% in size
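Step one: seed 2,000 cells per well. Step two: pin-transfer compound or DMSO alongside 5-fluorouridine. Step three: incubate 16 hr, 37 °C, 5% CO2. Step four: add ONE-Glo, wait 30 min, read luminescence.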
Mito fusion act – qHTS Assay for Small Molecule Inhibitors of Mitochondrial Division or Activators of Mitochondrial Fusion. actives 0.23% (n = 320,000). S. cerevisiae fusion-defective mutant growth rescue, CellTiterGlo 48 h. Potency, µM (highest dose often 46.1 µM), inactives show at the top dose growth rescue (activation), most hits filed as activators;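 also: potency is read from the fitted curve at half-maximal effect; % of control where 0% means no effect; nearly all actives have a fitted effect of over 45% in size; temperature-sensitive fusion mutants such as fzo1-1 at 37 °C on non-fermentable ethanol glycerol medium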
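Growth-rescue viability read-out: after 48 h at the non-permissive 37C in glycerol/ethanol YPEG, yeast mitochondrial fusion mutants are measured by CellTiterGlo luminescence; compounds (23 nl pinned per well) restoring growth score as division inhibitors or fusion activators.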
USP2a block – qHTS Assay for Inhibitors of Ubiquitin-specific Protease USP2a Using CHOP2 as the Reporter; USP2 core, Ub-CHOP2 coupled fluorogenic reporter, 485/531; Potency, µM (titrated, usually from 38.3 µM), for inactives: at the top dose activity change, negative = inhibition, actives largely listed as inhibitors; actives 0.01% (n = 330,000);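 also: potency is read from the fitted curve at half-maximal effect; plate controls were DMSO wells for no effect and full inhibition by NEM control for full effect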
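Cell-free coupled assay: 10nM USP2 core preincubated 30min RT with compound in Tris-HCl pH 8.0/CaCl2/CHAPS buffer, then 25nM Ub-CHOP2 and 25nM reporter substrate; fluorescence (Ex 485/Em 531) read after 60min RT, normalized to NEM inhibition, concentration-response curves fitted.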
Chronic BCR inh – qHTS Assay to Find Inhibitors of Chronic Active B-Cell Receptor Signaling. actives 0.05% (n = 340,000). ABC-DLBCL IkBa-CBG/CBR reporter, luminescence ratio, 4 h. Potency, µM (series often up to 46.1 µM), for inactives: at the highest dose ratio change, negative = lower green/red ratio, actives largely listed as inhibitors. AID 493014, 2011; active = well fitted inhibition curve with a large enough effect in the signal ratio, with a control signal flat, not every such curve was filed as active; inconclusive = small, poorly fitted or top-dose-only effect, or effect the other way, or a change in a side signal; the % refers to the signal ratio;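 also: potency is read from the fitted curve at half-maximal effect; plate controls were basal doxycycline-induced cells for no effect and cells given 10 µM MG132 for full effect; MG132 reads +100%, hits lower the ratio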
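Cell line TMD8 (human ABC DLBCL), stably expressing tet-inducible CBG68-IkBa fusion and CBR; IMDM/0.5% FBS; cpd up to 46 uM; dox induction, 4 h, 37C/5% CO2; dual luminescence; green/red ratio; MG132 control.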
TCR activator – Activators of T cell receptors: qHTS campaign | primary human leukocytes, anti-CD3, IL-2 HTRF, 48 h | Potency, µM (top dose mostly 9.22 µM), inactives show at the highest dose activation of IL-2 secretion, actives largely listed as activators | 330,000 tested, under 10 active | AID 504894, 2011; also: % of control where 0% means no effect
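HTRF read-out of IL-2 secretion: europium cryptate donor excited at 320nm, d2 acceptor emission at 665nm. Cells were primary human leukocytes incubated 48 hr with compounds and a-CD3 beads, supplying TCR signal only.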
Tb PFK block – qHTS Assay to Find Inhibitors of T. brucei phosphofructokinase; ATP-dependent 6-phosphofructokinase (Trypanosoma brucei brucei), O15648; T. brucei PFK, ADP-Glo luminescence; Potency, µM (highest dose often 57.5 µM), for the others: top-dose activity, negative = inhibition, usual class: inhibitors; actives 0.17% (n = 330,000); AID 485367, 2010;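 also: potency is read from the fitted curve at half-maximal effect; 0% = uninhibited 1x PFK enzyme wells and -100% = no-enzyme wells; nearly all actives have a fitted effect of over 60% in size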
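ADP-Glo luminescence quantified ADP after 45 min at room temperature, with 1.25 nM T. brucei PFK, 0.1 mM ATP and 0.5 mM fructose-6-phosphate in pH 8.0 TEA buffer. qHTS titrations up to 57 µM; curves classified by quality.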
Numbers without * were called inactive; ? = inconclusive; . = no result given; [ ] = dose if it differs, or a comment. Unless noted, calls follow the shape of the dose curve; as a rule, active = well fitted curve in the direction sought with a large enough effect; inconclusive = small, poorly fitted or top-dose-only effect, or another doubt; inactive = no such curve, though single readings can be large; an effect the other way counts as inactive or inconclusive.

SMILES	TSHR antagonist	Eya2 phos inh	uPA surface inh	TSG101-PTAP inh	B2AR arrestin	ELG1 repair inh	Mito fusion act	USP2a block	Chronic BCR inh	TCR activator	Tb PFK block
COc1ccccc1-n1nnnc1SCC(=O)Nc1cc(C)on1	-4	13%	8%	0%	-0.9%	-15%	-5%	0%	0%	1%	-2%
Cc1ccc(S(=O)(=O)N/N=C\C=C\c2ccccc2)cc1	1	-39%	3%	0%	-0.2%	2%	-1%	1%	10%	2%	?
Cc1ccccc1OCCSc1nnc(-c2cccnc2)n1N	-2	3%	-7%	-1%	-0.2%	-2%	0%	2%	2%	-1%[46.1 µM]	0%
Nc1ccccc1NC(=O)CCn1c(=S)[nH]c2ccccc2c1=O	-13	6%	?	-1%	0.0%	-2%	-2%	3%	-10%	-9%	1%
CCCCOC(=O)/C(=C/C=C/c1ccccc1)NC(=O)c1ccccc1	-13	-18%	0%	-7%	-0.1%	?	-7%	-10%	7%	4%	6%
CCOc1ccc(S(=O)(=O)N2CCN(Cc3ccccc3)CC2)c2cccnc12	-3	-15%	-1%	-3%	-0.3%	-3%	0%	-2%	-3%	-2%	-3%
COc1ccc(CNC(=O)C(=O)NCC2CCCN2S(=O)(=O)c2ccccc2)cc1 (configuration not stated)	-9	8%	-2%	-6%	0.2%	-16%	7%	1%	-4%	0%	-2%
Cc1ccc(CSc2nnc(Nc3ccc(C)cc3)s2)cc1	3	12%	4%	-6%	0.3%	5%	1%	0%	3%	5%	-7%
CCOC(=O)Nc1ccc2c(c1)N(C(=O)CCN1CCOCC1)c1ccccc1S2=O (configuration not stated)	-11	-7%	12%	-4%	-0.2%	-16%	2%	1%	?	1%	-4%
CN(C)CCC(O)(c1ccccc1)c1ccccc1	6	-8%	8%	-6%	-0.7%	-1%	0%	2%	21%	5%	-2%
CCc1cc(C(=O)N(CC)CC(=O)Nc2ccc(OC)cc2)sc1C	6	10%	-3%	2%	-0.2%	10%	4%	3%	0%	-3%	-5%
Cc1ncc(CN2CCCC(C(=O)Nc3ccc(-c4cccc(F)c4)cc3)C2)n1C (configuration not stated)	-8	-20%	-8%	-3%	-0.6%	-20%	-3%	-1%	?	7%	-1%
Nn1c(SCC(=O)Nc2ccc(F)cc2)nnc1C1CCCCC1	-6	12%	2%	-3%	-0.2%	-18%	1%	-1%	-19%	4%	-4%
O=C(CCN1C(=O)/C(=C/c2ccccc2)SC1=S)NCCCN1CCOCC1	-5	0%	1%	1%	0.5%	-15%	5%	1%	16%	0%	0%
CC1(C)Cc2nc(Cl)c(C(=O)O)cc2CO1	2	-7%	-7%	-9%	0.0%	-2%	0%	4%	1%	-5%	1%
CCOc1ccc2cc(/C=C/C(=O)c3ccco3)c(Cl)nc2c1	0	6%	4%	3%	-0.1%	?	-2%	0%	?	0%	2%
CCc1cc(CC)c(/C=N/NC(N)=O)c(CC)c1/C=N/NC(N)=O	0	-21%	-2%	0%	0.1%	-11%	-4%	-13%	?	7%	-2%
Cn1c(C(O)C(O)c2ccccc2)nc2ccccc21 (configuration not stated)	8	0%	5%	-1%	-0.3%	14%	23%	-4%	-1%	6%	-2%
Cc1ccc(C(=O)NNC(=O)C2CCN(c3ncccn3)CC2)cc1	30	1%	-1%	-5%	0.1%	1%	-2%	-1%	1%	-4%	4%
O=C(Cn1nnc(-c2ccc(F)cc2)n1)OCC(=O)c1ccccc1	4	-1%	1%	-1%	-0.4%	10%	-8%	0%	?	4%	-3%
CC(=O)Nc1cccc(-c2nc3ccc(NC(C)=O)cc3[nH]2)c1	13	-1%	-6%	-1%	-1.1%	25%	-1%	-5%	?	5%	-1%
O=C(CN1C(=O)/C(=C\c2ccc(F)cc2)Oc2ccccc21)NCc1ccco1	2	-3%	16%	1%	0.0%	12%	0%	1%	2%	17%[46.1 µM]	2%
COc1cccc(NC(=O)C2(S(=O)(=O)c3ccc(Cl)cc3)CC2)c1	2	9%	1%	-3%	0.1%	-6%	2%	2%	-12%	2%	-10%
Cc1ccc(C)n1-c1ccc(N2CCOCC2)nc1	-7	-34%	.	-9%	0.0%	-10%	5%	0%	?	7%	-3%
CN1CCCN(C(=O)CNC(=O)c2ccccc2F)CC1	.	3%	-1%	-1%	0.3%	?	.	4%	7%	4%	7%
Cc1c(Cl)cccc1NC(=O)CN1C(=O)CSc2ncccc21	11	-5%	.	.	-1.1%	-24%	0%	-1%	-6%	.	-1%
CC(SCc1ccc(C(=O)O)o1)c1ccc(C(=O)O)o1 (configuration not stated)	4	-5%	9%	-6%	0.1%	10%	3%	3%	1%	-6%	1%
CN1CCN(C(=O)c2cn(C)c3ccc(S(=O)(=O)N(C)C4CCCCC4)cc3c2=O)CC1	32	10%	-1%	-4%	0.4%	5%	1%	3%	12%	-4%	1%
CCN1CCC(NC(=O)Nc2ccc(F)cc2)CC1	3	-1%	12%	-3%	-1.1%	-1%	3%	0%	?	1%	1%
O=C(NC12CC3CC(CC(C3)C1)C2)C1=COCCO1	3	11%	0%	-2%	-1.0%	7%	5%	?	-4%	2%	0%
COc1ccccc1CNc1ccc(C(=O)O)cc1	3	23%	3%	-1%	0.3%	1%	3%	4%	?	-24%	0%
COc1ccccc1N1CCN(C2CCCN(C(=O)c3cccc(-c4ccco4)c3)C2)CC1 (configuration not stated)	6	-17%	3%	-5%	-0.5%	23µM*	-1%	1%	?	3%	0%
CN(C(=O)c1ccccc1OCc1ccc(Cl)cc1)c1ccccc1	-23	-3%	2%	1%	0.2%	-3%	1%	2%	?	10%	-2%
CC(=O)Nc1ccc(-c2csc(N/N=C\c3ccncc3)n2)cc1	-6	3%	1%	1%	-0.4%	?	1%	-1%	?	1%	-1%
CC(=O)OCC(=O)Nc1cc(S(=O)(=O)N2CCCCCC2)ccc1Cl	14	1%	?	-2%	0.2%	15%	13%	-5%	-1%	8%	-1%
CC(C)(NC(=O)NC(CO)c1ccccc1)c1cccc(C(C)(C)NC(=O)NC(CO)c2ccccc2)c1 (configuration not stated)	-2	17%	14%	-3%	6.5µM*	23%	1%	-1%	?	3%	0%
O=[N+]([O-])c1ccccc1S(=O)(=O)Oc1ccc(/C=N/n2cnnc2)cc1	-9	1%	-3%	0%	0.0%	-20%	2%	0%	-17%	2%[46.1 µM]	2%
CSc1sc(-c2nnc(SCC(=O)Nc3ccccc3)n2C)c2c1C=CCC2	15	2%	8%	-6%	0.0%	-12%	-1%	3%	?	3%	-1%
COc1cccc(C2C(C(C)=O)=C(C)Nc3ncnn32)c1 (configuration not stated)	0	4%	0%	1%	0.0%	?	1%	-1%	4%	-2%	-7%
Cc1nc2sccn2c(=O)c1S(=O)(=O)Nc1cccc(Cl)c1C	-12	?	-6%	-3%	-0.1%	?	2%	1%	0%	10%	-6%
COc1cc(/C=C2/C(=N)N3C=CSC3=NC2=O)ccc1OCCCOc1c(C)cccc1C	-1	6%	7%	-3%	2.1%	8%	-1%	-8%	12%	2%	2%
COc1ccc(-n2c(Cc3cccn3C)nnc2SCC(=O)Nc2ccc(C)c(Cl)c2)cc1	-5	-18%	16%	-2%	-0.2%	?	?	-12%	-12%	-14%[46.1 µM]	0%
CC(=O)N1c2ccccc2C2(C)C(C1(C)C)C2(Cl)Cl (configuration not stated)	?	6%	5%	-3%	-0.3%	-18%	19%	-3%	-3%	8%	5%

From PubChem BioAssay

Compounds were not picked by outcome; 3% or so of the library scored in one or more.
